Rac1 GTP hydrolysis: MgcRacGAP GTPase-activating activity inhibitors, confirmation, biochemical, ADP Hunter fluorescence | hit rate 0.6% among 340,000 | AID 624330 | MgcRacGAP-stimulated Rac1 GTP hydrolysis, ADP Hunter fluorescence; higher % means a stronger effect; GST-tagged Rac1 F28L mutant substrate | inhibition, % at 30 µM; hits with a dose series show IC50 in µM;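 active = first-screen hits whose inhibition reached a set limit at any dose in the follow-up dose series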;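 note: fluorescence reports GDP produced by GAP-driven GTP hydrolysis; strong numbers were not always called active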
GPR35 arrestin U2OS: GPR35 antagonists blocking zaprinast-driven arrestin recruitment, primary screen, imaging, U2OS, beta-arrestin-GFP, zaprinast agonist (AID 2058). hit rate 0.052% among 290,000. inhibition, % at 10 µM, or IC50 in µM where a hit was titrated. U2OS GPR35 beta-arrestin-GFP translocation imaging, zaprinast antagonism; higher % means a stronger effect;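 active = inhibition of at least 50% with at least 30 cells and total cytoplasm GFP at most 10,000,000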
NTR1 agonist: NTR1-driven beta-arrestin-GFP spot formation – imaging, U2OS cells, high content, primary screen (AID 493036); P30989; agonist mode; activation, % at 20 µM; hit rate 0.17% among 330,000;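 active = activation at or above 40% of the spot to cytoplasm intensity ratio, with at least 20 cells analyzed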;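 note: 0% = DMSO without peptide and 100% = 100 nM NTR1 peptide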
Target sequence (P30989 whole entry, looked up): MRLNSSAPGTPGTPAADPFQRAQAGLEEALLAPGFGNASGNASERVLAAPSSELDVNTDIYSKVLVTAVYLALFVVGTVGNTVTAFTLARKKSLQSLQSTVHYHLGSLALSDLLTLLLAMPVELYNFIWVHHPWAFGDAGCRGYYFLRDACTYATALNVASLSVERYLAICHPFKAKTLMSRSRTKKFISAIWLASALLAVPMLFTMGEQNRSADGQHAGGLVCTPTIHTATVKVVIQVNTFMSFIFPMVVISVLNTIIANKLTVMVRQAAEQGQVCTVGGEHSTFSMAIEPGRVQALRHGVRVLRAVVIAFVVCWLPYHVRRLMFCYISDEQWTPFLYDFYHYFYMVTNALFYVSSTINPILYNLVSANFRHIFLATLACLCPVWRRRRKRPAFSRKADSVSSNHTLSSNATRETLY
GPR55 LPI antagonism: GPR55 antagonists blocking LPI-driven arrestin recruitment, primary screen, imaging, U2OS, beta-arrestin-GFP, LPI agonist (AID 2013). U2OS GPR55 beta-arrestin-GFP translocation imaging, LPI antagonism; higher % means a stronger effect. one-dose inhibition, % at 10 µM; IC50 in µM for titrated hits. hit rate 0.13% among 290,000;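 active = spots per cell inhibited over 60%, with over 100 cells counted and total cytoplasm intensity under 500,000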;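 note: U2OS cells stably carrying GPR55 and arrestin-GFP stimulated by 5 µM LPI near EC80; imaged beta-arrestin-GFP aggregate spots per cell after agonist stimulation; plate controls were LPI-stimulated DMSO wells for no effect and DMSO wells without LPI for full effect; some results filed as inactive read as strong as hits; confirmed hits need IC50 under 10 µM and bright autofluorescent wells are also inconclusive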
GPR55 activation: GPR55 agonists via beta-arrestin recruitment, primary screen, imaging, U2OS cells, beta-arrestin-GFP redistribution (AID 1961). hit rate 0.048% among 290,000. U2OS GPR55 beta-arrestin-GFP redistribution imaging; higher % means a stronger effect. activation, % at 10 µM; hits with a dose series show EC50 in µM;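 active = activation above 40% with more than 50 cells counted in the well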;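 note: U2OS osteosarcoma cells stably expressing GPR55 and beta-arrestin-GFP; plate controls were DMSO negative control for no effect and LPI positive control for full effect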
AID2073: disruptors of CaV2.2 binding to Mint1 – biochemical, HTRF (AID 2073); HTRF protein-protein interaction, Mint1-CaV2.2; higher % means a stronger effect; hit rate 0.19% among 290,000; inhibition, % at 20 µM; hits with a dose series show IC50 in µM; in the data active = inhibition mostly above about 51%, no sharp cut-off; note: some results filed as inactive read as strong as hits
Dengue-2 NS5 capping: flavivirus cap methylation enzyme inhibition – biochemical, confirmation dose response, primary screen (AID 588689). hit rate 0.3% among 340,000. Dengue-2 NS5 methyltransferase capping enzyme assay, biochemical; higher % means a stronger effect. inhibition, % at 25 µM; hits with a dose series show IC50 in µM; in the data active = a potency from the dose series
SV40 large T antigen: TAg ATPase/helicase activity blockers – biochemical (AID 1903). SV40 large T antigen ATPase/helicase inhibition assay; higher % means a stronger effect. hit rate 0.39% among 310,000. inhibition, % at 20 µM, or IC50 in µM where a hit was titrated; in the data active = a potency from the dose series; note: strong numbers were not always called active
Yfh1-depleted yeast: mitochondrial function rescue without frataxin homolog – Friedreich's ataxia, plus single-dose screen, dose response (AID 1465); fold induction at 50 µM; hits with a dose series show EC50 in µM; hit rate 0.074% among 220,000; S. cerevisiae Yfh1-off respiration, WST-1 reduction, 72 h; higher fold induction means a stronger effect;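 active = fold induction of absorbance versus untreated yeast above a set limit, then at least 30% activation at any dose in follow-up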;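 note: activators that raise dye reduction in frataxin-depleted yeast; strong numbers were not always called active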
NTR1 agonist cell count 20 µM: second read-out of NTR1 agonist, no call of its own (marks repeat the call); cell count; measured here: cell count, cytotoxicity flag
An asterisk follows results filed as active; i = inactive; · = not tested or not shown. Compounds were not picked by outcome (roughly 1.7% active in at least one column).

SMILES	Rac1 GTP hydrolysis	GPR35 arrestin U2OS	NTR1 agonist	NTR1 agonist cell count 20 µM	GPR55 LPI antagonism	GPR55 activation	AID2073	Dengue-2 NS5 capping	SV40 large T antigen	Yfh1-depleted yeast
CCOC(=O)CSc1nc2ccccc2c(=O)n1CC	12%	3%	0.7	50	10%	-0.2%	2%	-3%	1%	i
COc1ccc(NS(=O)(=O)c2ccc3c(c2)n(C)c(=O)n3C)cc1	-6%	-8%	-0.7	46	11%	-0.1%	2%	-8%	0%	i
CCCCn1c(N)c(N(CCOC)C(=O)COC(=O)c2cc(CCC)c(C)s2)c(=O)[nH]c1=O	11%	·	0.3	89	·	·	·	4%	7%	·
N#Cc1cc2sc3nnc(-c4ccncc4)n3c2cc1C#N	10%	-1%	6.1	61	14%	0.2%	-2%	1%	7%	i
COc1ccc(/C(C)=N/N=C2/NC(=O)CC(C(=O)O)S2)cc1 (stereo not drawn)	7%	20%	1.7	41	1%	-0.1%	1%	-7%	-4%	i
CCCCC(=O)NC1(C(F)(F)F)NC(=O)N(Cc2ccccc2)C1=O (stereo not drawn)	3%	9%	2.7	45	2%	-0.5%	-3%	-11%	1%	i
COc1cc(OC)cc(C(=O)OCc2cc3ccccc3[nH]c2=O)c1	-7%	2%	-1.4	49	-1%	1.0%	15%	1%	18%	·
O=C(O)CNC(=O)CC1S/C(=N/N=C2/NC(=O)CS2)NC1=O (stereo not drawn)	18%	-11%	-1.5	81	11%	1.1%	-1%	-57%	5%	i
CCCc1cc(=O)oc2cc(C)cc(OCC(=O)Nc3cccnc3)c12	0%	-9%	0.6	62	-10%	-0.1%	14%	-5%	-4%	·
Cc1cccc(NC(=S)NNC(=O)c2csc(C)c2)c1	9%	12%	1.1	57	-5%	0.4%	-14%	-4%	27%	i
Cc1cc(Cl)ccc1OC(C)C(=O)N1CCCN(C(=O)C(C)Oc2ccc(Cl)cc2C)CC1 (stereo not drawn)	7%	-18%	5.9	65	5%	-0.1%	-3%	-1%	23%	i
O=C(Cc1cccs1)N/N=C\c1ccc([N+](=O)[O-])s1	8%	0%	0.0	44	-3%	0.1%	12%	-7%	4%	i
Cc1ccccc1-n1nc2c(c1NC(=O)c1cc3ccccc3o1)CS(=O)(=O)C2	2%	·	-0.9	55	·	·	·	-3%	12%	·
N#CC1=C(N)OC2=C(C(=O)CCC2)C12CCN(C(=O)OCc1ccccc1)CC2	9%	8%	-1.5	106	1%	1.1%	4%	-3%	9%	i
COC(=O)N/N=C/c1cn(CCOc2ccc(OC)cc2)c2ccccc12	9%	-1%	0.2	87	8%	-0.1%	2%	-3%	6%	·
O=C(COC(=O)c1ccc(F)cc1)NCCCc1ccccc1	6%	-7%	0.9	71	0%	0.0%	16%	-6%	3%	·
CC(OC(=O)C1=COCCO1)C(=O)Nc1cccc(S(=O)(=O)N2CCOCC2)c1 (stereo not drawn)	-2%	-3%	-0.8	67	-2%	0.3%	4%	-2%	11%	i
O=C(CCCn1c(=O)c2sccc2n(CC(=O)NCc2ccco2)c1=O)NCc1ccco1	1%	3%	3.5	64	12%	0.5%	1%	-1%	-1%	i
CCCCN(CCCC)C(=O)C[n+]1cccc(/C=N/O)c1	1%	-2%	2.9	77	-4%	-0.3%	0%	-6%	25%	i
COc1ccc(NC(=O)Nc2cc3oc4ccccc4c3cc2OC)cc1	7%	28%	23	64	22%	-0.1%	15%	-3%	8%	·
Cc1cc2occ(CC(=O)Nc3nccs3)c2cc1C(C)C	8%	0%	2.5	67	-13%	0.0%	0%	-2%	9%	i
CC1=NN(c2ccccc2)C(=O)C1N=Nc1ccc(N)cc1 (stereo not drawn)	14%	5%	2.7	57	-4%	-0.3%	2%	7%	19%	i
CCCCn1c(NC(=O)c2ccc(Br)o2)c(S(=O)(=O)c2ccccc2)c2nc3ccccc3nc21	18%	-14%	4.8	76	6%	0.2%	25%	75µM*	12%	i
Cc1oc(-c2ccc(F)cc2)cc1-c1nn2c(-c3ccoc3C)nnc2s1	9%	-16%	0.9	87	8%	0.3%	36%	-2%	·	i

At a glance, part of the list above.
SMILES	Rac1 GTP hydrolysis	GPR35 arrestin U2OS	NTR1 agonist	NTR1 agonist cell count 20 µM	GPR55 LPI antagonism	GPR55 activation	AID2073	Dengue-2 NS5 capping	SV40 large T antigen	Yfh1-depleted yeast
Cc1cc2occ(CC(=O)Nc3nccs3)c2cc1C(C)C	8%	0%	2.5	67	-13%	0.0%	0%	-2%	9%	i
CC1=NN(c2ccccc2)C(=O)C1N=Nc1ccc(N)cc1 (stereo not drawn)	14%	5%	2.7	57	-4%	-0.3%	2%	7%	19%	i
CCCCn1c(NC(=O)c2ccc(Br)o2)c(S(=O)(=O)c2ccccc2)c2nc3ccccc3nc21	18%	-14%	4.8	76	6%	0.2%	25%	75µM*	12%	i
Cc1oc(-c2ccc(F)cc2)cc1-c1nn2c(-c3ccoc3C)nnc2s1	9%	-16%	0.9	87	8%	0.3%	36%	-2%	·	i

Going on with the list:
SMILES	Rac1 GTP hydrolysis	GPR35 arrestin U2OS	NTR1 agonist	NTR1 agonist cell count 20 µM	GPR55 LPI antagonism	GPR55 activation	AID2073	Dengue-2 NS5 capping	SV40 large T antigen	Yfh1-depleted yeast
Cc1nc2c(-c3ccc(F)cc3)c(C)nn2c(C)c1CCC(=O)N1CCOCC1	9%	10%	-2.6	99	11%	-0.1%	8%	0%	-3%	i
Cc1ccc(C)n1-c1cccc(C(=O)Nc2ccccc2)c1	4%	0%	0.1	41	-3%	-0.1%	12%	-2%	17%	i
O=C(NCCCN1CCOCC1)c1ccco1	5%	6%	-5.6	95	22%	-0.3%	2%	-13%	-1%	i
CSCC(=O)Nc1ccc(F)c(Cl)c1	3%	13%	0.4	43	-7%	1.4%	-2%	5%	11%	i
COc1ccc2nc(N3CCC(O)CC3)c(C#N)cc2c1	9%	13%	-3.1	86	6%	-0.3%	-13%	59µM*	-2%	i
COc1ccc(-c2cc3cc(OC)c(OC)cc3c(C)n2)cc1	7%	2%	7.3	51	-4%	-0.1%	18%	-2%	12%	i
COc1ccc(CC(=O)Nc2ccc3c(c2)OCO3)cc1S(=O)(=O)N1CCOCC1	8%	-8%	-6.5	89	23%	-0.1%	16%	1%	-2%	i
CCCc1c(NC(=O)Nc2ccc(F)cc2)cnn1-c1ccccc1	12%	-10%	0.2	42	-3%	0.3%	-4%	-46%	-1%	i
O=C(Nc1ccccc1)c1ccc(CN2CCC(Cc3ccccc3)CC2)cc1	12%	·	4.0	39	·	·	·	6%	·	i
C/C(=N\NC(=O)c1cccc(N/N=C(\C)c2ccncc2)c1)c1ccncc1	8%	12%	2.4	58	-15%	-0.8%	0%	-10%	12%	i
CC(=O)O[C@H]1C[C@@]2(C)[C@@H](C[C@@H](O)[C@H]3[C@@]4(C)CC[C@@H](O)[C@@H](C)C4CC[C@@]32C)/C1=C(\CCC=C(C)C)C(=O)O (stereo partly drawn)	6%	-16%	·	·	-3%	0.1%	0%	-5%	25µM*	i
CCN(c1ccccc1)S(=O)(=O)c1cc2c3c(c1)C(C)C(=O)N3CCC2 (stereo not drawn)	8%	-6%	-0.2	63	14%	0.2%	1%	-18%	14%	·
Cn1c2ccccc2c(=O)c2c(=O)n(-c3ccc(F)cc3)c(-c3cccs3)nc21	3%	-24%	6.1	48	10%	-0.2%	14%	-8%	11%	i
Cc1nc(SCC#N)c2c(C)c(C)sc2n1	7%	-6%	2.5	76	-19%	0.5%	0%	-5%	5%	i
CCOC(=O)C1=C(C)N=C2SC(C)C(=O)N2C1c1ccc(OC(C)=O)c(OC)c1 (stereo not drawn)	4%	-6%	-5.6	83	-11%	-0.2%	-1%	-7%	24%	i
O=C(CCNc1cc(Cl)cc(Cl)c1)c1cccs1	3%	0%	5.1	44	9%	-0.1%	2%	-4%	12%	i
C=CCN1C(=O)NC(c2ccccc2)(C(F)(F)F)S/C1=C(\C#N)c1nnc(N2CCOCC2)n1-c1ccccc1 (stereo not drawn)	2%	-9%	-0.8	80	3%	-0.4%	-8%	25%	-3%	i
N#C/C=C/N1CCN(Cc2ccc3c(c2)OCO3)CC1	3%	5%	0.2	82	-4%	0.0%	11%	-3%	4%	·
CC1(C)C(=O)OC(/C=C\c2ccccc2)C(C)(C)C1=O (stereo not drawn)	4%	-8%	2.1	48	3%	-0.2%	-1%	0%	13%	i
O=C1CC2(CCN(C(=O)c3c(F)cccc3Cl)CC2)Oc2ccccc21	-4%	·	3.1	61	·	·	·	0%	9%	·
O=C(c1cccc(C(F)(F)F)c1)N1CCCCCC1	3%	-4%	-0.2	66	1%	-0.2%	5%	-3%	20%	i
O=C(O)CSc1nnnn1-c1ccccc1	3%	0%	-1.0	57	4%	-0.1%	-2%	-3%	21%	i
CCCCN1C(=O)Cc2c1nc(N)c1c(N)nc(N(CCC)CCC)c(C#N)c21	1%	8%	·	·	24%	-0.1%	8%	-5%	18%	·
Nc1c(NCc2ccccc2F)c(=O)[nH]c(=O)n1Cc1ccccc1	-19%	-6%	-1.7	63	33%	-0.1%	-4%	·	11%	i
O=C1CCC(C(=O)OCc2cc(Cl)ccc2OC(F)F)N1 (stereo not drawn)	6%	12%	0.2	57	-1%	-0.1%	-3%	-6%	10%	i
O=C(O)CCNS(=O)(=O)c1ccccc1Br	4%	2%	1.1	60	-6%	0.3%	34%	-12%	0%	i
O=C1OCC(CO)(CO)N=C1NNc1ccc(Cl)c(Cl)c1	-10%	12%	-0.2	41	0%	-0.1%	1%	-4%	27%	i
COc1cc(C(=O)O/N=C(\N)c2ccc([N+](=O)[O-])cc2)cc(OC)c1OC	3%	3%	-0.4	76	-11%	-0.2%	7%	-11%	-2%	i
Cc1ccnc(NC(=O)Cc2ccc(F)cc2)n1	9%	4%	2.0	66	-2%	0.0%	9%	-2%	5%	i
Oc1ccc2ccccc2c1CN1CCCC1	26%	20%	1.5	67	9%	0.2%	-5%	-8%	36%	i
Cc1cc(C)n(C(=O)c2ccc([N+](=O)[O-])cc2N)n1	4%	-10%	-0.3	41	16%	-1.0%	0%	-9%	22%	i
N#Cc1ccc(OC(=O)Cc2ccsc2)cc1	8%	-18%	0.9	69	14%	-0.1%	19%	0%	13%	·
Cc1nn(C(C)C(=O)NCCCN2CCCCC2C)c(=O)c2c1sc1ccccc12 (stereo not drawn)	11%	-6%	-0.1	64	5%	0.4%	11%	-1%	9%	·
CCC(=O)NC(/C=C/c1ccccc1)c1cc([N+](=O)[O-])c2cccnc2c1O (stereo not drawn)	·	-2%	3.2	54	4%	1.0%	9%	·	8%	i
COc1ccc(C(=O)Nc2ccc(N3CCC(C)CC3)cc2)cc1Br	6%	6%	-2.4	25	15%	0.9%	35%	0%	8%	i
COC(=O)CN(c1ccc(C)c(Cl)c1)S(C)(=O)=O	10%	-7%	-0.7	75	-2%	-0.2%	-1%	-12%	3%	i

Compound activity as filed in PubChem.
